# RGS4 inh: Inhibitors of Regulator of G Protein Signaling (RGS) 4: qHTS | Regulator of G-protein signaling 4 (Homo sapiens), P49798 | Transcreener GDP fluorescence polarization, RGS4-accelerated GTP hydrolysis | Potency, µM (doses to about 114 µM), for inactives: at the highest dose activity change, negative = inhibition, usual class: inhibitors | 390,000 compounds, 0.039% hits | AID 504845, 2011; also: % is scaled to controls: 0 for no effect and ±100 for the full control effect; nearly all actives have a fitted effect of over 75% in size; some results filed as inactive show a strong effect at the top dose
# Target sequence (P49798 whole entry, looked up): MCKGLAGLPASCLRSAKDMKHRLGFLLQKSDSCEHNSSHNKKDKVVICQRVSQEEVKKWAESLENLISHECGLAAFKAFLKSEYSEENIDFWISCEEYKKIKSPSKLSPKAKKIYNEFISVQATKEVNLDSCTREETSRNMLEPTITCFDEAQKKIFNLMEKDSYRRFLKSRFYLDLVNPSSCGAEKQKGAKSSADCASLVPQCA
#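 MLSMR compounds (23 nl, pin-transferred) preincubated 10 min at room temperature with a 500nM (2x) first reagent, then RGS4 at 900nM (2x) plus Transcreener GDP mix added; fluorescence polarization (620/688 nm) read before and after 90 min at 30 °C.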
# ALOX12 inh: Primary qHTS assay for inhibitors of human arachidonate 12S-lipoxygenase (ALOX12): Round 2 | 580,000 compounds, 1.1% hits | purified 12hLO, xylenol orange hydroperoxide absorbance | Potency, µM (highest dose often 108 µM), for the others: at the highest dose activity change, negative = inhibition, hits mostly inhibitors | AID 1671190, 2021; also: % is scaled to controls: 0 for no effect and ±100 for the full control effect
#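 Hydroperoxide product was detected by ferrous iron/xylenol orange as the 573 to 405 nm absorbance ratio. Arachidonic acid at 40 uM (final) was turned over for 30 min at room temperature by 150 nM human 12hLO, pH 7.0 Hepes buffer, after 15 min compound preincubation.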
# mIDH1 inhibitor: qHTS for Inhibitors of mutant isocitrate dehydrogenase 1 (IDH1): qHTS; Potency, µM (titrated, usually from 76.6 µM), for inactives: at the highest dose activity change, negative = inhibition, hits mostly inhibitors; Isocitrate dehydrogenase [NADP] cytoplasmic (Homo sapiens), O75874; AID 602179, 2012; 390,000 compounds, 0.093% hits; IDH1-R132H enzyme, NADPH consumption, diaphorase/resazurin fluorescence; also: % is scaled to controls: 0 for no effect and ±100 for the full control effect; nearly all actives have a fitted effect of over 65% in size
#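 IDH1-R132H (0.5 ug/mL) preincubated 30 min with compound, then NADPH (0.016 mM) and alpha-KG (2 mM) added; 80 min at RT, pH 7.5. Remaining NADPH coupled via diaphorase/resazurin to fluorescence (540/590 nm); concentration-response curves normalized to no-enzyme control.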
# TrxR1 substrate: qHTS Assay for Substrates of Mammalian Selenoprotein Thioredoxin Reductase 1 (TrxR1): qHTS; purified TrxR1 substrate turnover, NADPH consumption readout; 390,000 compounds, 0.01% hits; AID 588456, 2011; Thioredoxin reductase 1, cytoplasmic (Rattus norvegicus), O89049; Potency, µM (doses to about 114 µM), for inactives: at the top dose activity change, negative = substrate turnover; also: % is scaled to controls: 0 for no effect and ±100 for the full control effect; nearly all actives have a fitted effect of over 50% in size
#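 Rat TrxR1, dispensed at 90 nM, was prereduced with 400 uM NADPH (final) for 5 min at ~22 deg C, then incubated with compound 15 min before 400 uM selenite. A first-read NADPH fluorescence drop versus no-compound background flagged substrates.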
# USP1 inh: Inhibitors of USP1/UAF1: Primary Screen | Ubiquitin carboxyl-terminal hydrolase 1 (Homo sapiens), O94782 | recombinant USP1/UAF1, Ub-Rhodamine cleavage fluorescence | Potency, µM (top dose mostly 57.1 µM), without a hit: at the highest dose activity change, negative = inhibition, most hits filed as inhibitors | 390,000 compounds, 0.23% hits | AID 743255, 2014; also: % is scaled to controls: 0 for no effect and ±100 for the full control effect; nearly all actives have a fitted effect of over 60% in size; inactives centre near -12
# Target sequence (O94782 whole entry, looked up): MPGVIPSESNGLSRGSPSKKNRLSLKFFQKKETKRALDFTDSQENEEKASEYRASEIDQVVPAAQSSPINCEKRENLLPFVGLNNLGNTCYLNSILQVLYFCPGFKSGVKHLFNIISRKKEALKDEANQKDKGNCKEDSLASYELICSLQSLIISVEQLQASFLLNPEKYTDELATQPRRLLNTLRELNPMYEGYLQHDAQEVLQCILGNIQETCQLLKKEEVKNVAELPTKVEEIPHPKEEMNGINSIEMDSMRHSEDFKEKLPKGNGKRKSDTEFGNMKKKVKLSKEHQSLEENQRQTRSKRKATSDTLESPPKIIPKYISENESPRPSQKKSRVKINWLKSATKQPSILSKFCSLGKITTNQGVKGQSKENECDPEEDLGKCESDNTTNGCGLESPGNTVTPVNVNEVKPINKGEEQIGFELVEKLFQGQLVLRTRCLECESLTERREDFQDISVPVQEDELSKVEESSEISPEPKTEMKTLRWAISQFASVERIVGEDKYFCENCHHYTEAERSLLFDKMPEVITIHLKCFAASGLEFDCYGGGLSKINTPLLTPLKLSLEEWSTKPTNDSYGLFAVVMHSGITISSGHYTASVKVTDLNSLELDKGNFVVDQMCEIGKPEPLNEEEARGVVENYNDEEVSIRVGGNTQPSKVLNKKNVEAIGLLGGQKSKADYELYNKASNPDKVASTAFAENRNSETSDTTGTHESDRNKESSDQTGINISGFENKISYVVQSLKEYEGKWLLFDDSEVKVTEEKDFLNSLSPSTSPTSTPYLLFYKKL
#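 Step one: compound is pinned into 1nM USP1/UAF1 in HEPES pH 7.8 buffer with TCEP. Step two: 15 min room-temperature incubation. Step three: Ub-Rho (150nM final) starts cleavage, tracked by fluorescence over six one-minute reads.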
# RXFP1 ag: qHTS Assay for Agonists of the Relaxin Receptor RXFP1 | 370,000 compounds, 0.3% hits | Potency, µM (series often up to 57.5 µM), without a hit: at the highest dose activation, actives largely listed as activators | HEK293T-RXFP1 cAMP TR-FRET, 30 min; response scale: percent of porcine relaxin response, buffer zero | Relaxin receptor 1 (Homo sapiens), Q9HBX9 | AID 2676, 2010; also: % is scaled to controls: 0 for no effect and ±100 for the full control effect; nearly all actives have a fitted effect of over 60% in size; many of its hits are not listed in these tables
#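 Agonist response is measured as cAMP accumulation in an RXFP1-transfected HEK293T line under PDE4 inhibition. Values are scaled between buffer-only and 29 nM porcine relaxin, and EC50s come from standard Hill equation fits.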
# rTrxR1 inhibitor: qHTS Assay for Inhibitors of Mammalian Selenoprotein Thioredoxin Reductase 1 (TrxR1): qHTS; AID 588453, 2011; recombinant rTrxR1, NADPH fluorescence consumption, selenite substrate; Potency, µM (highest dose often 114 µM), for the others: top-dose activity change, negative = inhibition, hits mostly inhibitors; Thioredoxin reductase 1, cytoplasmic (Rattus norvegicus), O89049; 390,000 compounds, 1% hits; also: % is scaled to controls: 0 for no effect and ±100 for the full control effect; nearly all actives have a fitted effect of over 65% in size
#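 Rat TrxR1 (90 nM in the dispensed reagent) was pre-reduced with 400 uM NADPH for 5 min at room temperature, then incubated with compound for 15 min. After 400 uM selenite was added, NADPH fluorescence (Ex 340/Em 450 nm) was followed for 8 min.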
# Vif-A3F inh: qHTS for Inhibitors of Vif-A3F Interactions: qHTS; HeLa A3F-eYFP + Vif (tagged APOBEC3F with the HIV-1 protein that degrades it), YFP fluorescence increase; Potency, µM (titrated, usually from 46.1 µM), for the others: at the top dose activity, negative = active; 390,000 compounds, 0.2% hits; AID 602313, 2012; also: % of control where 0% means no effect; nearly all actives have a fitted effect of over 65% in size
#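 HeLa cells stably expressing A3F-eYFP plus Vif, plated and incubated overnight at 37 deg C, then exposed to compounds overnight at 37 deg C. Blocked degradation read as raised yellow fluorescence (Ex 488/Em 500-530).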
# Vif-APOBEC3G blk: qHTS for Inhibitors of Vif-A3G Interactions: qHTS | DNA dC->dU-editing enzyme APOBEC-3G (Homo sapiens), Q9HC16 | HeLa A3G-eYFP + Vif (tagged APOBEC3G with the HIV-1 protein that degrades it), YFP fluorescence, overnight | Potency, µM (titrated, usually from 46.1 µM), for inactives: at the top dose activity, negative = active, hits mostly inhibitors | 410,000 compounds, 0.076% hits | AID 602310, 2012;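 also: % is scaled to controls: 0 for no effect and ±100 for the full control effect; nearly all actives have a fitted effect of over 60% in size; hits raise eYFP signal because A3G escapes Vif-driven loss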
#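 HeLa cells stably expressing Vif and C-terminally eYFP-tagged A3G, seeded overnight at 37 deg C, then exposed to compound by pintool overnight at 37 deg C. Rise in yellow fluorescence (Ex 488/Em 500-530, Acumen) marks blocked Vif-driven A3G degradation.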
# * marks the source's active call; other numbers are inactive results; ? = inconclusive; . = not tested or not shown; & = joins results of further samples; [ ] = dose if it differs, or a comment. Calls follow the shape of the dose curve; as a rule, active = well fitted curve in the direction sought with a large enough effect; inconclusive = small, poorly fitted or top-dose-only effect, or another doubt; inactive = no such curve, though single readings can be large; an effect the other way counts as inactive or inconclusive. Potency is read from the fitted curve at half-maximal effect. Not all compounds are listed; rates above refer to the full screens.
no.	SMILES	RGS4 inh	ALOX12 inh	mIDH1 inhibitor	TrxR1 substrate	USP1 inh
1	O=C(CCNS(=O)(=O)c1ccccc1)Nc1ccccc1	13%	-33%	-1%	11%	-13%
2	CC(C)Cn1cnc2c1c(=O)[nH]c(=O)n2Cc1ccccc1	-6%	-8%	-2%	-5%	-14%
3	O=C(CSc1nc(=O)n(Cc2ccccn2)c2c1CCC2)Nc1cccc(Cl)c1	-21%	-16%	7%	3%[57.1 µM]	-30%
4	Clc1ccc(CSc2nnc(-c3ccccn3)n2Cc2ccco2)c(Cl)c1	-13%	?	6%	-6%	-16%
5	COc1ccc(CC(=O)N2CCc3ccccc32)cc1	-4%	0%	3%	4%[57.1 µM]	-6%
6	CC(=O)Oc1ccc2c(C)cc(=O)oc2c1C(=O)c1ccccc1	-11%	-20%	6%	6%[57.1 µM]	3%
7	COc1ccccc1-c1cc2nc(C)c(CCC(=O)NCCc3cccc(C)c3)c(C)n2n1	-14%	0%	-2%	40%[activator]	-26%
8	C[C@@H]1CN([C@H](C)CO)C(=O)CCCn2nncc2CO[C@H]1CN(C)Cc1cccnc1	.	?	-7%	.	1%
9	Cc1cc(C)c2oc(=O)cc(CN3CCN(Cc4ccccc4)CC3)c2c1	22%	3%&18%	0%	-10%	-1%
10	CCOC(=O)Nc1c(O)ccc2oc(C)c(-c3ccccc3)c12	21%	0%	12%	7%[57.1 µM]	-7%

no.	RXFP1 ag	rTrxR1 inhibitor	Vif-A3F inh	Vif-APOBEC3G blk
1	-2.6%	18%	4%	-7%
2	-0.2%	3%	-2%	-1%
3	-0.1%	6%[57.1 µM]	3%	5%
4	-0.4%	?	-20%	-6%
5	-0.5%	-3%[57.1 µM]	-12%	1%
6	1.0%	4%[57.1 µM]	6%	-3%
7	5.7%	89%[activator]	3%	-3%
8	.	.	-2%	1%
9	-0.2%	-16%	-2%	0%
10	1.8%	8%	0%	1%

# Some of the entries above, set out differently:
7. COc1ccccc1-c1cc2nc(C)c(CCC(=O)NCCc3cccc(C)c3)c(C)n2n1
5. COc1ccc(CC(=O)N2CCc3ccccc32)cc1
4. Clc1ccc(CSc2nnc(-c3ccccn3)n2Cc2ccco2)c(Cl)c1
8. C[C@@H]1CN([C@H](C)CO)C(=O)CCCn2nncc2CO[C@H]1CN(C)Cc1cccnc1
3. O=C(CSc1nc(=O)n(Cc2ccccn2)c2c1CCC2)Nc1cccc(Cl)c1
assay / entry	7	5	4	8	3
RGS4 inh	-14%	-4%	-13%	.	-21%
ALOX12 inh	0%	0%	?	?	-16%
mIDH1 inhibitor	-2%	3%	6%	-7%	7%
TrxR1 substrate	40%[activator]	4%[57.1 µM]	-6%	.	3%[57.1 µM]
USP1 inh	-26%	-6%	-16%	1%	-30%
RXFP1 ag	5.7%	-0.5%	-0.4%	.	-0.1%
rTrxR1 inhibitor	89%[activator]	-3%[57.1 µM]	?	.	6%[57.1 µM]
Vif-A3F inh	3%	-12%	-20%	-2%	3%
Vif-APOBEC3G blk	-3%	1%	-6%	1%	5%

# Continued.
no.	SMILES	RGS4 inh	ALOX12 inh	mIDH1 inhibitor	TrxR1 substrate	USP1 inh
11	O=S(=O)(Nc1cccc2c1CCCC2)c1ccc(Cl)cc1	-4%	?	11%	-9%	-9%
12	COc1ccc(CC(=O)N/N=C(\C)c2cccs2)cc1OC	-7%	159%[activator]	-10%	0%	-27%
13	O=c1cc(CN2CCc3ccccc32)c2ccc(O)cc2o1	14%	?	-7%	-6%	-7%
14	CC(=O)c1c(C)[nH]c(C(=O)CN2C(=O)NC(CCc3ccccc3)C2=O)c1C (stereo not given)	-11%	-9%	-3%	-2%	-8%
15	CCC(=O)Nc1nonc1-c1nc2ccccc2n1Cc1ccccc1	22%[11.4 µM]	-26%	5%	10%[57.1 µM]	-5%
16	O=C(O)c1ccccc1C(=O)NNc1cccc(Cl)n1	15%	-10%	6%	9%[57.1 µM]	-14%
17	Cc1nn(S(=O)(=O)c2ccc(Br)cc2)c(C)c1S(=O)(=O)N1CCOCC1	-10%	?	9%	1%	-16%
18	CCc1c(C)nc(SCc2nc(-c3ccccc3)no2)[nH]c1=O	-22%	?	-12%	10%[57.1 µM]	1%
19	O=C(N/N=C/c1cc(Br)cs1)c1c[nH]c2ccccc12	0%	9%	3%	-13%	-4%
20	CC1CCCC1/C(=N/O)c1ccccc1 (stereo not given)	-20%	11%	4%	2%	-19%

no.	RXFP1 ag	rTrxR1 inhibitor	Vif-A3F inh	Vif-APOBEC3G blk
11	0.2%	-8%	-19%	-7%
12	-1.9%	7%	2%	-1%
13	-3.1%	-28%	-15%	-7%
14	0.9%	-1%	1%	-3%
15	2.8%	15%[57.1 µM]	-8%	?
16	-1.1%	18%[57.1 µM]	1%	1%
17	-1.7%	8%	10%	0%
18	-3.0%	17%[57.1 µM]	-7%	3%
19	0.8%	-3%	1%	-6%
20	-3.4%	10%	8%	-1%

# More entries follow.
no.	SMILES	RGS4 inh	ALOX12 inh	mIDH1 inhibitor	TrxR1 substrate	USP1 inh
21	O=C1NC(=O)C2(N1)C(=O)c1cccc3cccc2c13 (stereo not given)	.	-27%	-10%	.	35µM*
22	CCOC(=O)c1c(C)[nH]c(C(=O)Nc2cc(OCC)c(N3CCOCC3)cc2OCC)c1C	5%	1%	-14%	15%	1%
23	O=C(/C=C/Nc1ccc(Nc2ccccc2)cc1)c1cccs1	2%	-14%	0%	-5%	-11%
24	Cc1nn(Cc2ccccc2)c(C)c1/C=N/NC(=O)c1ccccc1O	27%[11.4 µM]	0%	-17%	-9%	-6%
25	CCCCCCn1c(COc2ccccc2F)nnc1SCC(=O)N1c2ccccc2NC(=O)C1(C)C	1%	2%	-14%	-1%	-26%
26	CCCNC(=O)NC(=O)COC(=O)c1ccc(S(=O)(=O)N(C)c2ccccc2OC)cc1	14%	5%	3%	-10%	-5%
27	Cc1cc(=O)[nH]c(NCc2ccc(Cl)cc2)n1	7%	1%	5%	3%	-26%
28	CC1CCc2sc3nc(N4CCN(CCO)CC4)n4ncnc4c3c2C1 (stereo not given)	9%	0%	2%	9%[57.1 µM]	-24%
29	Cc1cc(NC(=O)Nc2cc(C)nn2-c2ccccc2)n(-c2ccccc2)n1	-12%	-2%	7%	8%	-14%
30	Cc1[nH]c2ccccc2c1CN1CCC(CO)(Cc2ccccc2)CC1	-3%	-19%	8%	3%	-16%

no.	RXFP1 ag	rTrxR1 inhibitor	Vif-A3F inh	Vif-APOBEC3G blk
21	.	.	?	11%
22	2.7%	22%	1%	-3%
23	-1.0%	-12%	?	-25%
24	5.8%	-3%	-10%	-2%
25	2.7%	19%	0%	-2%
26	1.2%	6%[57.1 µM]	6%	-9%
27	1.0%	9%	1%	-11%
28	8.5%	10%[57.1 µM]	-3%	0%
29	-0.3%	29%	4%	8%
30	-0.2%	12%	0%	-10%

# Carrying on:
no.	SMILES	RGS4 inh	ALOX12 inh	mIDH1 inhibitor	TrxR1 substrate	USP1 inh
31	CCN(C(=O)COC(=O)c1cc2c(s1)CCCCC2)C1CCS(=O)(=O)C1 (stereo not given)	-1%	-20%	5%	-12%	-11%
32	Cc1ccc(-n2c(C(C)n3nc(C)c([N+](=O)[O-])c3C)n[nH]c2=S)cc1 (stereo not given)	-25%	-26%	0%	2%	-1%
33	CC(=O)c1ccc(Nc2cc(C)nc3nc(Cc4ccc(Cl)cc4)nn23)cc1	?	-13%	0%	2%	-31%
34	CCOC(=S)N/C(=N\S(C)(=O)=O)c1ccccc1	31%[11.4 µM]	?	-10%	-2%	-5%
35	CCCc1ccc(-c2ccc(C(=O)Oc3ccc(OCC)cc3)cc2)nc1	2%	3%	-9%	1%	-6%
36	O=C(/C=C1\SC(=O)N(CC(=O)Nc2ccc(Cl)cc2)C1=O)Nc1ccc(F)cc1	-3%	-4%	-4%	-6%	-19%

no.	RXFP1 ag	rTrxR1 inhibitor	Vif-A3F inh	Vif-APOBEC3G blk
31	0.8%	-15%	-1%	3%
32	0.6%	-17%	-1%	-2%
33	6.9%	22%	6%	3%
34	2.9%	21%	0%	4%
35	-2.7%	19%	-2%	4%
36	-0.6%	-4%	-6%	3%
